Screening results from PubChem BioAssay.
697 NFkB inh = inhibitors of PMA/ionomycin-induced NF-kB reporter, 697 cells, primary screen, B-cell NF-kB inhibitor project, cell-based, luminescence, uHTS; 697 B-cell NF-kB luciferase reporter, 16 h; inhibition, % at 4 µM; 330,000 compounds, 0.33% hits; AID 435022, 2010; in the data active means inhibition above about 35%
CHOP UPR activ = activators of apoptotic CHOP UPR arm, primary screen, cell-based, CHO-CHOP luciferase reporter, luminescence, uHTS | UPR activation; percent of tunicamycin response over DMSO baseline | activation, % at 10 µM | 330,000 compounds, 0.34% hits | AID 449763, 2010;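 active means at 10 µM dose, activation of 40% or more, normalized to positive control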;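 further: 100% = tunicamycin at 10 µg/mL and 0% = DMSO alone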
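Test system: CHO CHOP reporter cells. Input: 500 CHO-CHOP cells per well. Medium: F12 with 10% FBS. Technique: luciferase luminescence. Measure: percent activation relative to tunicamycin control. Dosing: 10 µM compound, 0.5% DMSO. Timing: 16-18 h cell attachment, then 6 h compound exposure, 37 °C.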
EBI2 block = EBI2 receptor antagonists, beta-arrestin recruitment, primary screen, cell-based, luminescence, 7a,25-OHC stimulation, uHTS. 7a,25-OHC stimulated. inhibition, % at 5 µM. 360,000 compounds, 0.81% hits; in the data active means inhibition above about 38%;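 further: enzyme fragment complementation signal reports receptor beta-arrestin coupling in cells; 0% = agonist plus DMSO wells and 100% = wells without agonist; some results beyond the cut were filed as inactive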
Target sequence (P32249 whole entry, looked up, the tested form may be a part): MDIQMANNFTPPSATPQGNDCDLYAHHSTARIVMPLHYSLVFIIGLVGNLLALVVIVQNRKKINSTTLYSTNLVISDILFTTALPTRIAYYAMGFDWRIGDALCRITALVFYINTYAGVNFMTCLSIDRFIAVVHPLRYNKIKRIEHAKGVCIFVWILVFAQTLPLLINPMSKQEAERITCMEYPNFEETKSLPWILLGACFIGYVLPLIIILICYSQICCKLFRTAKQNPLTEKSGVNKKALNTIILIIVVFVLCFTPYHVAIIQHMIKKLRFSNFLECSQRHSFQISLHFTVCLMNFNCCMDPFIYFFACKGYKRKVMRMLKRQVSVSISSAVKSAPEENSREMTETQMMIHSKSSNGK
CCR6 antag = CCR6 receptor antagonists, primary screen, cell-based, CHO-K1, luminescence, beta-arrestin, uHTS. C-C chemokine receptor type 6 (Homo sapiens), P51684. CHO-K1 CCR6 PathHunter beta-arrestin, CCL20-stimulated. inhibition, % at 20 µM. 340,000 compounds, 0.49% hits;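 active means compounds whose inhibition of the agonist-driven luminescence signal at 20 µM reaches about 50%, limit read from the data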;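 further: cells stimulated with CCL20 at 14 nM final; plate controls were DMSO with CCL20 for no effect and DMSO without agonist for full effect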
Jurkat NFkB inh = inhibitors of induced NF-kB luciferase reporter, primary screen, TCR NF-kB activation inhibitor project, cell-based, luminescence, uHTS. Jurkat, PMA/ionomycin-induced NF-kB luciferase reporter. inhibition, % at 4 µM. 330,000 compounds, 0.53% hits. AID 435003, 2010; in the data active means inhibition above about 50%
CXCR6 inh = CXCR6 receptor inhibitors, primary screen, cell-based, beta-arrestin, luminescence, CHO-K1 PathHunter, 1536-well; inhibition, % at 20 µM; AID 602244, 2012; C-X-C chemokine receptor type 6 (Homo sapiens), O00574; 360,000 compounds, 0.36% hits; in the data active means inhibition above about 34%, passing the limit was not always enough;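 further: antagonist mode with CXCL16 agonist at 10 nM final; 0% = 10 nM CXCL16 with DMSO and 100% = unstimulated wells without agonist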
Target sequence (O00574 whole entry, looked up): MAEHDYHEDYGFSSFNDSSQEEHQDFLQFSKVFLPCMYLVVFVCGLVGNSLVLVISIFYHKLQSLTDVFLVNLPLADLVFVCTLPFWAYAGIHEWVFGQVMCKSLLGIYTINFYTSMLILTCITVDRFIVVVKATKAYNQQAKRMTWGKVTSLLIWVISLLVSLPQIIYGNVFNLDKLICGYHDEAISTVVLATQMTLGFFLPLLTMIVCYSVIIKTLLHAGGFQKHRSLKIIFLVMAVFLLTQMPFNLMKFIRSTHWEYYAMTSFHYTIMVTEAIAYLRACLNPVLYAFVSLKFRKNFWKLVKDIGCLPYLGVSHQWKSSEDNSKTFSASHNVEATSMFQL
Gli-Sufu block = Gli-Sufu pathway antagonists, primary screen, luciferase luminescence, Sufu-KO-LIGHT cells, uHTS; AID 588413, 2011; Sufu-KO-LIGHT fibroblasts, Gli luciferase reporter luminescence; inhibition, % at 5 µM; 340,000 compounds, 0.74% hits;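 active means inhibition above about 55%, limit read from the data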;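 further: 0% = DMSO-treated cells and 100% = wells with medium but no cells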
Mdm2 MdmX PPI = inhibitors of human Mdm2-MdmX association, primary screen, cell-based, luminescence, split luciferase, SaOS-2, uHTS; Protein Mdm4 (Homo sapiens) + E3 ubiquitin-protein ligase Mdm2 (Homo sapiens), …; SaOS-2 split-luciferase Mdm2/MdmX complementation; inhibition, % at 8 µM; 330,000 compounds, 3% hits; AID 485346, 2010;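 active means inhibition of at least 50% at 8 µM in the primary screen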
UPR XBP1 act = activators of adaptive XBP1 UPR arm, primary screen, cell-based, CHO-XBP1 luciferase reporter, luminescence, uHTS. IRE1-XBP1 UPR activation; percent of tunicamycin response, DMSO as zero. activation, % at 20 µM. 330,000 compounds, 0.33% hits;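 active means versus positive control, 20 µM dose yields 30% or more activation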;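 further: 100% = tunicamycin at 10 µg/mL and 0% = DMSO only wells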
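Signal: luciferase luminescence; Assay system: CHO-XBP1 luciferase reporter cells; Amount: one thousand reporter cells per well; Dosing: 20 µM single concentration, DMSO 1%; Benchmarks: high control tunicamycin 10 µg/mL final, low control DMSO vehicle only; Schedule: 6 h compound exposure at 37 °C, 5% CO2; Evaluation: percent activation relative to tunicamycin reference.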
* = called active by the depositor; · = no result given.

SMILES | 697 NFkB inh | CHOP UPR activ | EBI2 block | CCR6 antag | Jurkat NFkB inh | CXCR6 inh | Gli-Sufu block | Mdm2 MdmX PPI | UPR XBP1 act
Cc1cc(C)cc(OC(C)C(=O)Nc2ccccc2C(=O)NCc2cccnc2)c1 (stereo not drawn) | -8 | 0.2 | 3 | -10 | 10 | 6 | -22 | 15 | -6
CC1CCN(C(=S)NC(=O)c2cccs2)CC1 | 2 | -0.4 | 1 | 0 | -5 | 10 | -7 | 10 | -1
Cc1cc(C)c(NC(=O)CCCC(=O)O)c(Cl)c1 | 7 | -0.9 | -3 | 3 | 5 | -3 | 6 | -6 | 1
Cc1ccc(NC(=O)C(C)N2C(=O)c3ccccc3C2=O)nc1 (stereo not drawn) | 8 | -1.3 | 3 | 3 | 7 | 5 | -23 | -4 | -2
Nc1nc(CSc2ncn[nH]2)nc(Nc2ccc(F)cc2)n1 | -19 | 2.8 | -6 | -1 | -20 | 3 | -23 | 9 | 3
Cn1c(N)c(C(=O)COC(=O)c2cc(-c3ccccc3)nc3ccccc23)c(=O)n(C)c1=O | -31 | 18 | · | · | 5 | · | · | 66* | 19
O=C(CSc1n[nH]c(=O)n1-c1cccnc1)Nc1ccccc1 | -5 | -1.3 | -18 | 4 | 1 | -1 | -6 | -4 | -3
O=C1CSC(c2cn(-c3ccccc3)nc2-c2cc3ccccc3oc2=O)N1Cc1ccco1 (stereo not drawn) | 22 | 0.8 | 16 | 12 | -5 | 7 | 4 | 33 | -1
Cc1ccc2c(c1)-c1c(cnn1CC(=O)N(Cc1ccco1)C1CCCCC1)CO2 | 4 | 0.2 | 47* | 18 | 3 | 1 | 5 | 2 | -7
Cc1ccc(S(=O)(=O)N2CCN(C(=O)COC(=O)c3cc([N+](=O)[O-])ccc3NCCO)CC2)c(C)c1 | -5 | 1.9 | 2 | 19 | 9 | 5 | -3 | 1 | -1
O=C(NC(c1ccccc1)c1ccccc1)c1ccc(CO)cc1 | 21 | 4.1 | 3 | 11 | 8 | 1 | -3 | 6 | 1
CCN(CC)S(=O)(=O)c1cccc(NC(=O)COC(=O)/C=C/c2cccs2)c1 | 14 | 1.5 | 10 | 14 | 0 | -2 | 5 | 10 | -2
COCCn1c(SCc2ccccc2)nc2c1c(=O)[nH]c(=O)n2C | -1 | 1.1 | -5 | 0 | -5 | -1 | 26 | 17 | -4
CC(C)N(C(=O)[C@H]1CC(CC(=O)NC(C)(C)C)C(=O)N2CCc3c([nH]c4ccccc34)[C@]12C)C(C)C (stereo partly drawn) | 1 | 0.0 | 2 | -2 | -4 | 5 | 4 | 14 | -3
O=C(OCc1ccccc1)c1cccc(-c2nnc(-c3ccccc3)o2)c1 | -34 | 1.5 | 7 | 6 | -3 | -1 | -78 | 12 | -1
Cc1c(NC(=O)OCCNC(=O)COc2c(Cl)cccc2Cl)sc(=S)n1C | 12 | 0.2 | 9 | -5 | 5 | -2 | 8 | 6 | -4
COc1ccccc1N1CCN(CCN2C(=O)C3CCCN3C2=O)CC1 (stereo not drawn) | -6 | -0.9 | -11 | 5 | -2 | 1 | 5 | 24 | -1
COC(=O)N=Nc1c(O)[nH]c2ccc(Br)cc12 | 12 | 0.1 | 7 | 13 | -12 | -12 | -6 | -11 | 1
COc1cc(S(=O)(=O)Nc2cccc3cn[nH]c23)c(OC)cc1C | 8 | 0.2 | -7 | 11 | 4 | -2 | -7 | 12 | -3
CCCCCCC(=O)N1CCC(c2nc3c(nnn3Cc3ccccc3Cl)c(=O)[nH]2)CC1 | -3 | 2.4 | 17 | 29 | 1 | 1 | 2 | 9 | 2
COc1cc(C(=O)OCC(=O)Nc2ccc(F)cc2F)cc(OC)c1OC | 6 | -2.1 | -2 | 3 | 7 | -9 | 10 | 6 | -1
CCNc1ncnc2[nH]ncc12 | · | · | -3 | 2 | · | -3 | -4 | · | ·
CC(C)CCNC(=O)NC(=O)COC(=O)c1cc(S(=O)(=O)N2CCOCC2)ccc1N1CCCCC1 | -16 | 1.4 | 35 | 30 | 1 | -1 | 8 | 15 | 4
COc1cccc(OC)c1OCCNCCO | 6 | 0.1 | -2 | 11 | 5 | -11 | -8 | 10 | -6
CCCS(=O)(=O)N1CCC(C(=O)NCc2cccnc2)CC1 | 2 | -1.3 | -10 | -11 | 0 | -3 | 2 | -7 | 3

Limited to Jurkat NFkB inh and CCR6 antag, for some of the entries so far:
| SMILES | Jurkat NFkB inh | CCR6 antag |
| --- | --- | --- |
| Cc1cc(C)cc(OC(C)C(=O)Nc2ccccc2C(=O)NCc2cccnc2)c1 (stereo not drawn) | 10 | -10 |
| O=C(CSc1n[nH]c(=O)n1-c1cccnc1)Nc1ccccc1 | 1 | 4 |

Continuation:
SMILES | 697 NFkB inh | CHOP UPR activ | EBI2 block | CCR6 antag | Jurkat NFkB inh | CXCR6 inh | Gli-Sufu block | Mdm2 MdmX PPI | UPR XBP1 act
CCOc1ccc(CNn2nnnc2N)cc1 | 12 | 0.0 | -5 | -9 | 2 | -1 | 0 | 9 | 0
O=C(Nc1ccc(F)cc1F)c1ccc2c(c1)[nH]c(=O)n2Cc1ccc(F)cc1 | 4 | -3.4 | 33 | 19 | 0 | 0 | -2 | 4 | -7
O=C(CSc1nccn1-c1ccccc1)c1ccc(Cl)cc1 | -31 | 2.3 | 8 | 25 | -29 | 1 | -9 | -6 | 0
O=C(Nc1ccc2c(c1)OCCO2)C1CCCN(S(=O)(=O)c2cccc3nsnc23)C1 (stereo not drawn) | -10 | -3.1 | 2 | 18 | 4 | -3 | -9 | 12 | -1
NNC(=O)c1ccccc1OCc1ccccc1 | 15 | 1.3 | 0 | 6 | -29 | -2 | 2 | 15 | -4
COc1cc(/C=N/NC(=O)c2nnn(-c3nonc3N)c2C(C)C)ccc1OCc1ccccc1 | -28 | 8.0 | 26 | 3 | -47 | -3 | 12 | -2 | 1
CC(=O)Nc1ccc(C(=O)OCC(=O)Nc2c(F)cccc2F)cc1 | -8 | 0.9 | -12 | 0 | -1 | -4 | -2 | 17 | -2
CC(C)[C@H](NC(=O)c1ccccc1)C(=O)OCC(=O)N1CC2(C)CC1CC(C)(C)C2 (stereo partly drawn) | 14 | 0.0 | -9 | 13 | -2 | 2 | -5 | -13 | 0
CCNC(=O)CSc1nc2sccc2c(=O)n1-c1ccccc1 | -2 | 2.1 | -4 | 8 | -17 | 6 | 2 | 14 | 3
Cc1nc2sc3c(c2c(=O)[nH]1)CCCCC3 | -8 | 3.1 | 1 | 0 | 0 | -2 | -3 | 9 | 1
COc1ccccc1-c1nnc(SCC(=O)OC(C)C)o1 | 2 | -0.5 | -3 | -3 | -9 | -8 | 7 | 6 | 2
Cc1ccc(Cn2nnnc2CN2CCC(O)(c3ccc(F)cc3)CC2)cc1 | 2 | -0.9 | -5 | 1 | 1 | 1 | 5 | 10 | 0
CSCCC1NC2(C(=O)Nc3c(C)cc(Cl)cc32)[C@@H]2C(=O)N(C3CCCC3)C(=O)[C@H]12 (stereo partly drawn) | 3 | 0.6 | -10 | 0 | 8 | 7 | -2 | 12 | -3
CCC(=O)c1cc2c(cc1NC(=O)c1ccccc1)OCCO2 | -8 | 0.7 | 12 | 2 | -7 | 8 | -10 | -12 | 5
NC(=NC(=O)c1ccc(OCC(F)(F)F)nc1)c1ccccc1 | -17 | -0.2 | -15 | -10 | -30 | -6 | 2 | -16 | -1
Cc1ccc(NC(=O)CSc2cn[nH]n2)cc1 | 23 | -0.7 | -9 | 7 | 4 | 4 | -5 | 24 | -5
Cc1ccc2nc(NCc3ccccc3)c(C#N)cc2c1 | -5 | 5.1 | -3 | 6 | -14 | -13 | -10 | -45 | 2
CCCc1nc2ccccc2c(=O)n1-c1c(C)n(C)n(-c2ccccc2)c1=O | 1 | -0.5 | -6 | 14 | 9 | 9 | 1 | 9 | -3
Cc1ccccc1OCC(=O)Nc1cccc(NC(=O)c2ccco2)c1 | 7 | 0.9 | -2 | 0 | -14 | 0 | 20 | 0 | -1
CCOc1nc(-c2ccccc2)ccc1-c1noc(COc2ccccc2)n1 | 25 | 3.7 | 7 | 16 | 9 | 0 | 0 | -3 | -4
Cc1noc(C)c1NC(=O)N(C)C[C@H]1Oc2c(NC(=O)Cc3ccccc3)cccc2C(=O)N([C@H](C)CO)C[C@@H]1C | 8 | 5.3 | -3 | 3 | 3 | 3 | 14 | 9 | -1
O=[N+]([O-])c1ccc2c3n([n+]([O-])c2c1)CCN=C3c1ccc(Cl)cc1 | -20 | 1.8 | -7 | -6 | 0 | -25 | 1 | 12 | 4
O=C(Nc1cccc(C(=O)N2CCOCC2)c1)c1ccccc1Cl | -20 | -0.8 | 0 | -9 | -2 | -2 | -10 | 1 | -3
O=C(CSc1nnc2ccccn12)NCCN1C(=O)CSC1=O | 2 | -2.5 | 6 | -11 | -5 | -7 | 6 | 2 | -1
Cc1cnc(NC(=O)CSc2nnc(C)n2N)s1 | 8 | 0.7 | -20 | 4 | -10 | 2 | -7 | 19 | -1
O=C(CCN1C(=O)/C(=C\c2ccccc2)SC1=S)Nc1ccc(C(=O)O)cc1 | 0 | -0.4 | 0 | 20 | -16 | -2 | 12 | 3 | 0

Record cards (already shown). Screens in order: 697 NFkB inh, CHOP UPR activ, EBI2 block, CCR6 antag, Jurkat NFkB inh, CXCR6 inh, Gli-Sufu block, Mdm2 MdmX PPI, UPR XBP1 act
Cc1noc(C)c1NC(=O)N(C)C[C@H]1Oc2c(NC(=O)Cc3ccccc3)cccc2C(=O)N([C@H](C)CO)C[C@@H]1C reads 8, 5.3, -3, 3, 3, 3, 14, 9, -1
O=C(CSc1nccn1-c1ccccc1)c1ccc(Cl)cc1 reads -31, 2.3, 8, 25, -29, 1, -9, -6, 0
NNC(=O)c1ccccc1OCc1ccccc1 reads 15, 1.3, 0, 6, -29, -2, 2, 15, -4
Cc1ccc(NC(=O)CSc2cn[nH]n2)cc1 reads 23, -0.7, -9, 7, 4, 4, -5, 24, -5
CCOc1nc(-c2ccccc2)ccc1-c1noc(COc2ccccc2)n1 reads 25, 3.7, 7, 16, 9, 0, 0, -3, -4
